Source: PubChem BioAssay (several laboratories)
phage Ecoli inh – growth loss of phage-infected E. coli, primary screen, RecBCD inhibitor project, absorbance, with phage, HTS. inhibition, % at 11.9 µM. 360,000 compounds, 0.26% hits. AID 651602, 2012; in the data active = inhibition above about 11%
CDK5 inh – inhibitors of human CDK5/p35 kinase, primary screen, biochemical, single concentration. AID 488839, 2010. Cyclin-dependent kinase 5 (Homo sapiens) + Cyclin-dependent kinase 5 activator 1 (Homo …. inhibition, % at 10 µM. 330,000 compounds, 0.01% hits. Recombinant CDK5/p35, ADP-Glo luminescence, 60 min;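 active = highest replicate inhibition of at least 50% and at least 75% of replicates reaching 50%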;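 note: plate controls were DMSO neutral control for no effect and GW8510 at 10 µM for full effect; many of its hits are not listed in these tables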
AddAB inh – growth inhibition of E. coli expressing H. pylori AddAB, primary screen, AddAB inhibitor project, absorbance; AID 435030, 2010; inhibition, % at 11.9 µM; 330,000 compounds, 0.29% hits; in the data active = inhibition above about 12%;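 note: 0% = vehicle wells of infected cells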
Mot1-301 SUMO – yeast Mot1-301 growth rescue at high temperature, primary screen, SUMOylation pathway inhibitor project, S. cerevisiae, ATP luminescence, 38.5C; S. cerevisiae Mot1-301 growth rescue; percent above DMSO median, 100 means doubled; growth rescue, % at 18.8 µM; 320,000 compounds, 1% hits;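 active = every valid replicate shows activation above 250% relative to neutral control wells; inactive = the rest, any valid replicate at or below 250%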;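 note: OY570 slx delta 5 strain wells were the positive control but not used for scaling; some compounds called inactive have numbers as strong as hits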
HTR5A ag ctr – HTR5A agonists in luminescence cell assay, primary screen, counter-screen for OPRM1-OPRD1 heterodimer agonist project, full-deck HTS | cell-based | activation, % at 9.3 µM | 340,000 compounds, 0.61% hits; in the data active = activation mostly above about 9.5%, no sharp cut-off; inactive = mostly below about 7.6%;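 note: 0% = cells with vehicle only and 100% = reference agonist; strong numbers were not always called active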
Tat export inh – E. coli Tat export inhibitors, primary screen, MC4100, TorA-mCherry reporter, fluorescence, single point; inhibition, % at 10 µM; 340,000 compounds, 0.036% hits;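 active = mean replicate inhibition at least 50% and at least half of replicates individually reaching 50%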;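 note: exported cargo escapes ClpAP degradation while cytoplasmic cargo is degraded and loses fluorescence; 0% = median of neutral control wells and 100% = median of NaSCN control wells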
PKA-R2B act – activators of PKA-R2B holoenzyme, primary screen, biochemical, fluorescence polarization, Cy5-IP20, human. PKA-R2B holoenzyme dissociation; R2B truncated from residue 108, S112A mutant; 0% DMSO only, 100% 113 µM cGMP. activation, % at 11.4 µM. 340,000 compounds, 0.079% hits;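 active = activation above a cutoff set at the mean over all compounds plus 3 SD, cut at about 18% in these data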;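 note: higher means more holoenzyme dissociation and a rise in polarization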
Target sequence (P31323 whole entry, looked up, other chains not shown, the tested form may be a part): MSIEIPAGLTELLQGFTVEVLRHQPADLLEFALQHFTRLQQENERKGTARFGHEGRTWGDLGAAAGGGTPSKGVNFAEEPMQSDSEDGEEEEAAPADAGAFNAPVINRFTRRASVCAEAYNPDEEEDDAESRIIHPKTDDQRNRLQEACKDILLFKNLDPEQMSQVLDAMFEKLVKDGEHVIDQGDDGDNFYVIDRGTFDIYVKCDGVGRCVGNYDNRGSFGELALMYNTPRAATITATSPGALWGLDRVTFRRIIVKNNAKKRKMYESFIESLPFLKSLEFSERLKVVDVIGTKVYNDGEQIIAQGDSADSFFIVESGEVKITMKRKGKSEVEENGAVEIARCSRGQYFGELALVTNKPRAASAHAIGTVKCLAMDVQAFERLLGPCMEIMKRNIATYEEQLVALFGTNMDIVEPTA
PKA-R1A activ – activators of PKA-R1A holoenzyme, primary screen, biochemical, fluorescence polarization, Cy5-IP20, bovine R1A, mouse PKAc; PKA-R1A dissociation; scaled: DMSO 0%, 113 µM cGMP 100%; activation, % at 11.4 µM; 340,000 compounds, 0.083% hits;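 active = percent activation above the mean of all tested compounds plus 3 SD, cut at about 19% in these data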;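 note: higher means more PKAc released from R1A so a rise in polarization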
HTR5A inv ag – HTR5A inverse agonists in luminescence cell assay, primary screen, counter-screen for OPRM1-OPRD1 heterodimer inverse agonist project, full-deck HTS. 5-hydroxytryptamine receptor 5A (Homo sapiens), P47898. HTR5A cell line, inverse agonism. inhibition, % at 9.3 µM. 340,000 compounds, 0.083% hits. AID 504634, 2011; in the data active = inhibition mostly above about 23%, no sharp cut-off; inactive = mostly below about 18%;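 note: 0% = cells with DMSO and 100% = no-cell wells with DMSO; some compounds called inactive have numbers as strong as hits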
DAGLB inhibitor – DAGLB lipase inhibitors, primary screen, biochemical, fluorescence, HTS | HEK293T DAGLB membrane lysate, EnzChek fluorogenic substrate | inhibition, % at 5.17 µM | Diacylglycerol lipase-beta (Homo sapiens), Q8NCG7 | 340,000 compounds, 0.059% hits | AID 504411, 2011; in the data active = inhibition above about 34%;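 note: 0% = enzyme with vehicle and 100% = wells lacking enzyme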
Target sequence (Q8NCG7 whole entry, looked up): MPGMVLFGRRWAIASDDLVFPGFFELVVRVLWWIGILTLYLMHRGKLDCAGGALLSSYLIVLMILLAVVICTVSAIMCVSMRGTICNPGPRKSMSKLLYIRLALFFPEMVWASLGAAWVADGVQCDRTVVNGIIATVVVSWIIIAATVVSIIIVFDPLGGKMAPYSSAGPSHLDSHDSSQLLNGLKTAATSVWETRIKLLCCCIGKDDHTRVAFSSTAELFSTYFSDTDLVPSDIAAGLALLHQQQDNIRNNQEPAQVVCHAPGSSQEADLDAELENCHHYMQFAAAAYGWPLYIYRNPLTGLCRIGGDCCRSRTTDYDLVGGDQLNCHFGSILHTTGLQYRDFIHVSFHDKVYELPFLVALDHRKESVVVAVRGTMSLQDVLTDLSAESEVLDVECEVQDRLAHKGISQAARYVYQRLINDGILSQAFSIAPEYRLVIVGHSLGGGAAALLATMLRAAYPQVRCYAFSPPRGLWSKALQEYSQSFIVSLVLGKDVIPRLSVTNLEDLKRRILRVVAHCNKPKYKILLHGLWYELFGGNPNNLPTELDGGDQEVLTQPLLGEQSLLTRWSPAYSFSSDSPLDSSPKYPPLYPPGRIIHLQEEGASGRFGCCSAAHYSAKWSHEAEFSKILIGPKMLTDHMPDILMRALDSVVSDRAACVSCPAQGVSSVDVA
Ecoli viability – E. coli V3065 growth inhibition, primary screen, counter-screen for AddAB inhibitor project, absorbance, OD600 | inhibition, % at 11.9 µM | 330,000 compounds, 0.27% hits | 18 h;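 active = inhibition above the campaign's mean inhibition across all tested compounds plus 3 SD, cut at about 9.9% in these data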;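 note: uninfected addAB+ strain grown without phage in ampicillin broth; 0% = DMSO wells and 100% = ciprofloxacin 0.95 µg/ml wells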
Starred values were filed as active, the others as inactive; x = no result given.

No.	Compound	phage Ecoli inh	CDK5 inh	AddAB inh	Mot1-301 SUMO	HTR5A ag ctr	Tat export inh	PKA-R2B act	PKA-R1A activ	HTR5A inv ag	DAGLB inhibitor	Ecoli viability
1	O=S1(=O)N=C(N/N=C/c2ccccn2)c2ccccc21	-0.3	-1.2	3.7	-6	1	-1	1	-3	-20	0	0.6
2	COc1ccc2[nH]c(=O)c(CN(C3CCCCC3)C(c3nnnn3Cc3ccco3)C(C)C)cc2c1 (stereo not drawn)	x	0.9	3.8	-1	-3	14	-2	-3	8	16	-3.3
3	O=S(=O)(c1cccc(S(=O)(=O)N2CCN(c3ncccn3)CC2)c1)N1CCOCC1	1.0	0.3	2.5	182	4	-3	6	-4	12	0	-2.9
4	CCOC(=O)CC1=C(C(=O)OCC)C(c2cccs2)C(C#N)=C(N)O1 (stereo not drawn)	0.7	1.8	-0.5	-10	-4	-3	-14	-12	0	0	-0.2
5	Cc1c(C(=O)OCC(C)C)[nH]c2c1C(=O)CC(c1cccs1)C2 (stereo not drawn)	2.1	0.0	1.2	-2	-1	5	-7	-10	-17	-4	-0.6
6	CCCNC(=O)c1n[nH]c2c1CC(C(C)(C)CC)CC2 (stereo not drawn)	3.5	-1.5	-0.1	0	-1	-3	-4	1	2	-1	-2.8
7	O=C(C(c1ccccc1)c1ccccc1)N1CCN(Cc2ccco2)CC1	-1.1	0.1	-0.6	-18	2	1	-4	9	-6	0	-0.1
8	CCc1ccc2[nH]c(=O)c(C(c3nnnn3CCOC)N3CCN(c4ccccc4)CC3)cc2c1 (stereo not drawn)	3.9	-0.3	2.1	-13	4	-3	-10	2	-9	-7	2.2
9	NC(=O)C1CCN(c2oc(-c3ccccc3F)nc2S(=O)(=O)c2ccc(Cl)cc2)CC1	1.5	-3.2	2.4	-3	2	-8	0	5	8	-2	-1.6
10	O=C(Cc1ccccc1)NC(Nc1ccccc1)C(Cl)(Cl)Cl (stereo not drawn)	1.7	1.1	4.6	4	-4	0	-3	2	10	-1	0.7
11	COc1ccc(C2CC(c3ccc4ccccc4c3)=NN2C(=O)CN2C(=O)CCC2=O)cc1 (stereo not drawn)	-0.6	1.6	-1.1	-3	4	-3	-2	-14	-10	-3	-0.8
12	c1ccc(-c2cc3n(c2)CCc2ccccc2-3)cc1	1.7	0.6	1.3	-22	-3	1	9	-8	0	-1	-0.4
13	COc1ccc(CN2CCNC(=O)C2CC(=O)NCCc2c[nH]c3ccccc23)c(OC)c1 (stereo not drawn)	3.2	-0.8	2.3	524*	-1	-2	1	4	4	0	0.5
14	CC(=O)c1c(C)nn(CC(O)COc2ccc3c(c2)CCC3)c1C (stereo not drawn)	-0.4	4.1	-0.1	3	-6	3	-15	-9	-5	-1	2.1
15	COc1ccc(-n2nnc3c(=O)n(CC(=O)NCC4CCCO4)cnc32)cc1 (stereo not drawn)	-0.7	0.3	-1.8	-15	1	-4	-4	6	-1	2	-5.3
16	Cc1ccccc1OCCn1nc(C(=O)O)c2ccccc2c1=O	1.1	2.0	0.1	-13	-2	5	-7	4	-22	0	-0.3
17	COc1cc(C(=O)OCC(=O)N2CCC(C)CC2)cc2c1OCCO2	1.7	-5.2	0.9	-17	2	-3	-1	-3	-5	-1	-1.4
18	NC(=O)CCCc1nc(-c2ccccc2)no1	1.2	-0.3	5.4	-5	2	-4	3	-13	4	5	0.2
19	CC1=C(C(=O)Nc2ccccc2)C2(CCCCC2)C(C(N)=O)C(=S)N1 (stereo not drawn)	3.3	1.7	1.8	8	3	-11	12	0	-7	-2	0.5
20	Cc1ccc(S(=O)(=O)N(CC(=O)N/N=C\c2cccs2)c2cccc3cccnc23)cc1	3.3	0.2	0.6	0	1	-2	5	-7	-11	6	-1.4
21	CCCCC1CCC(C(=O)N(C)CC(=O)Nc2cccc(F)c2)CC1 (stereo not drawn)	-1.0	-1.9	2.8	-4	8	8	-3	-7	-20	-13	-0.2
22	CCOc1ccc(N(CC(=O)NCc2ccco2)S(=O)(=O)c2ccc(OC)c(OC)c2)cc1	5.0	-1.3	-1.9	-7	3	7	-2	-4	-18	-4	-1.0
23	O=Cc1c(N2CCCCCC2)nc2ccccn2c1=O	1.9	0.5	-0.3	-11	1	3	3	-3	-2	-2	0.2
24	C=CCNc1nc(SCC=C)nc2ccsc12	3.4	0.8	4.2	-4	2	10	8	-6	-6	-2	0.8
25	C/C(=N\OC(=O)c1ccc(Cl)cc1)c1sc(-c2ccccc2)nc1C	0.8	0.2	2.7	8	-1	3	0	-1	3	-1	-0.3
26	CCC1(C)NC(=O)N(CC(=O)Nc2cc(C)on2)C1=O (stereo not drawn)	1.1	2.2	-0.5	-6	5	2	-2	6	-20	-3	-1.0
27	C=CCOC(=O)C1=C[C@H](c2csc3ccccc23)C[C@H](OCc2ccc(CO)cc2)O1	3.2	0.5	2.9	-12	4	6	-1	-1	6	-6	-0.7
28	CC(C)Oc1ccc(CN2CCCC(CO)(Cc3ccc(F)cc3)C2)cc1 (stereo not drawn)	2.9	-1.9	3.1	19	-6	-1	-1	0	10	-4	-0.8
29	CCC(=O)N1CCC(C(N)=O)(N2CCCCC2)CC1	2.1	0.6	2.5	-14	-5	0	-5	-7	12	-1	2.0
30	C/C=C/C=N/NC(=O)CN(c1ccc(Br)cc1)S(=O)(=O)c1ccccc1	2.8	-2.3	0.3	1	1	-1	8	6	-15	4	1.1
31	Cc1cc(NC(=O)Nc2cc(Cl)sc2Cl)no1	3.2	-0.1	3.7	18	-1	5	10	12	2	-2	3.3
32	O=C(CC1CCCCC1)NCc1ccc(Cl)cc1	3.2	-1.0	0.2	-9	5	-16	4	12	-20	-3	-0.9
33	CN1CCN(C(=O)c2ccccc2NC(=O)c2ccc(C(C)(C)C)cc2)CC1	2.5	-0.8	0.0	107	2	4	8	-4	5	1	-1.3
34	CC1(C)CC(=O)c2cnc(NC3CC3)nc2C1	4.1	1.0	4.0	-19	1	-1	2	-7	-3	-1	-0.3
35	COc1ccc(Cl)cc1CSc1n[nH]c(C)n1	3.8	0.5	0.3	15	1	4	-5	9	-18	-2	-2.2
36	Cc1cc(C)nc(SCC(N)=O)n1	1.7	0.3	2.8	-13	0	6	-3	1	8	-1	2.5
37	CCCCOc1ccc(C(=O)NCC(=O)N2CC=C(c3ccccc3)CC2)cc1	5.8	0.5	2.2	-16	-2	6	1	0	5	-3	-2.9
38	O=C(CCCOC(=O)c1ccc(O)cc1O)c1ccc(Br)cc1	0.1	-2.7	x	x	9	-1	-5	-9	-24	-9	x
39	NC(=O)C1CCN(CCC(=O)Nc2ccc(Br)cc2)CC1	1.6	-2.3	0.0	-7	-2	-2	1	-3	-9	1	0.1
40	CS(=O)(=O)c1ccc(NC(=O)CCN2C(=O)C3CCCCC3C2=O)cc1 (stereo not drawn)	3.8	-0.3	-0.5	-14	3	-3	2	5	-4	2	0.7

Values by screen from above.
Nos. 26–34 in AddAB inh read -0.5, 2.9, 3.1, 2.5, 0.3, 3.7, 0.2, 0.0, 4.0
Nos. 26–34 in Tat export inh read 2, 6, -1, 0, -1, 5, -16, 4, -1
Nos. 26–34 in phage Ecoli inh read 1.1, 3.2, 2.9, 2.1, 2.8, 3.2, 3.2, 2.5, 4.1

(list continues)
No.	Compound	phage Ecoli inh	CDK5 inh	AddAB inh	Mot1-301 SUMO	HTR5A ag ctr	Tat export inh	PKA-R2B act	PKA-R1A activ	HTR5A inv ag	DAGLB inhibitor	Ecoli viability
41	CN(CC(=O)Nc1ccc(F)cc1)C(=O)Cn1c(=O)oc2ccccc21	-0.8	-1.0	0.9	-14	2	-9	2	-3	10	-2	-2.6
42	Cc1ccc(NC(=S)NC2CC3CCC(C2)N3Cc2ccco2)cc1C (stereo not drawn)	-0.2	-0.1	1.1	31	-6	-2	-1	9	16	-1	1.2
43	O=C(O)/C=C/C(=O)Nc1ccc(S(=O)(=O)N2CCCC2)cc1	3.8	-0.3	-1.7	-11	0	0	-3	5	1	1	-0.5
44	CC1(C)CC(=O)N(c2cccc(Cl)c2)C(=O)C1	-0.3	-0.1	1.8	-4	1	11	-5	1	-2	-4	0.0
45	O=C(CN1C(=O)c2ccccc2S1(=O)=O)N1CCN(c2cccc(Cl)c2)CC1	1.9	-0.2	4.8	-5	-4	2	-10	-14	-7	1	-2.4
46	CC12CC3OC3CC1CCC1C2CCC2(C)C1CCC21OCCO1 (stereo not drawn)	4.2	1.1	x	x	3	0	-5	4	-12	-2	x
47	Cn1c(=O)c(Nc2ccc(O)cc2)c2c3c(cccc31)C(=O)c1ccccc1-2	1.0	4.2	2.0	-6	-4	15	-11	-9	15	44*	0.0
48	CC1c2nc3ccccc3n2C(CC(=O)NC2CC2)C(=O)N1Cc1ccccc1 (stereo not drawn)	3.8	1.2	0.0	-20	x	2	-11	-5	x	0	-1.8
49	COC(=O)c1ccc(N2CCOCC2)c(NC(=O)c2ccc3c(c2)OCCO3)c1	3.7	-0.3	-1.8	-1	3	-1	1	0	-8	0	0.1
50	CCOc1ccccc1NC(=O)C1CCCN(S(=O)(=O)c2cccc3cccnc23)C1 (stereo not drawn)	1.7	-1.6	3.8	107	-6	-1	-2	-2	15	-3	1.4
51	O=C(NCCCN1CCOCC1)c1ccccc1NS(=O)(=O)c1ccc(Br)cc1	3.7	1.0	-4.1	33	-1	-6	-2	3	3	1	-3.4

Grouped by structure, the entries above containing two or more sulfur atoms.
No.	Compound	phage Ecoli inh	CDK5 inh	AddAB inh	Mot1-301 SUMO	HTR5A ag ctr	Tat export inh	PKA-R2B act	PKA-R1A activ	HTR5A inv ag	DAGLB inhibitor	Ecoli viability
3	O=S(=O)(c1cccc(S(=O)(=O)N2CCN(c3ncccn3)CC2)c1)N1CCOCC1	1.0	0.3	2.5	182	4	-3	6	-4	12	0	-2.9
20	Cc1ccc(S(=O)(=O)N(CC(=O)N/N=C\c2cccs2)c2cccc3cccnc23)cc1	3.3	0.2	0.6	0	1	-2	5	-7	-11	6	-1.4
24	C=CCNc1nc(SCC=C)nc2ccsc12	3.4	0.8	4.2	-4	2	10	8	-6	-6	-2	0.8

This is a random part of the collection. About 2.3% of those tested had a hit in this group.
